Platelet DG rel: inhibitors of platelet dense granule secretion, primary screen, cell-based, MLPCN, human platelets; human platelet-rich plasma, SFLLRN dense granule ATP release, luminescence; inhibition, %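 (compounds screened at 7.5 µM in platelet-rich plasma)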; 300,000 compounds, 0.22% hits;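 active = mean replicate score, as percent of positive control, at or above 50; inconclusive = mean below 50 but at least one replicate at or above 50; inactive = mean and every replicate below 50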
aSyn UTR inh: MLPCN primary screen, SNCA 5' untranslated region; inhibition, % (tested at 7.5 µM); alpha-synuclein 5'UTR reporter, inhibitor activity; 300,000 compounds, 0.82% hits; in the data active = inhibition above about 60%; inconclusive = no clear call, values can overlap the other calls;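 note: H4 neuroglioblastoma cells stably carrying SNCA 5'UTR luciferase fusion; 0% = DMSO wells and 100% = positive control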
KLF5 inhibitor: KLF5 expression inhibitors, primary screen, DLD-1 cells, luminescence | 290,000 compounds, 0.23% hits | DLD-1 KLF5 promoter-luciferase reporter | inhibition, % at 5 µM | AID 1700, 2009;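 active = inhibition above a per-plate limit of that plate's mean compound inhibition plus 3 SD, cut at about 60% in these data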;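 note: 0% = DMSO wells and 100% = LY294002 at 200 µM; higher means less KLF5 promoter-driven luciferase light; inactives centre near -14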
HSP90 refold inh: HSP90 inhibitors, primary screen, cell lysate, luminescence; Heat shock protein HSP 90 (rabbit reticulocyte lysate; luciferase refolding); Rabbit reticulocyte lysate, luciferase refolding luminescence, 3 h; inhibition, % at 5.6 µM; 290,000 compounds, 0.91% hits;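 active = inhibition above the screen-wide mean plus 3 SD, computed separately per campaign, cut at about 16% in these data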;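 note: 0% = DMSO wells and 100% = 60 µM geldanamycin wells; inhibitors lower the luminescence because luciferase stays unfolded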
HSF1 inhib: HSF1 inhibitors in luciferase reporter cells, primary screen, cell-based, NIH3T3, luminescence | NIH3T3-HGL HSE-luciferase, MG132-induced, luminescence 8 h; hits give low values | activity change, negative = inhibition, % at 7.5 µM (by protocol) | 300,000 compounds, 0.77% hits | AID 2098, 2009;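 active = more than half of replicate wells show activity change below -50%, luminescence cut by over half; inconclusive = some wells, but at most half, below -50%; inactive = no replicate well below -50%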;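 note: luciferase reports HSF-1 transcriptional activity via heat shock element; 0% = median of DMSO wells and -100% = zero luminescence signal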
IEC-6 cytotox: cytotoxicity in IEC-6 intestinal epithelial cells, primary screen, cytotoxicity control for KLF5 inhibitor project, cell-based, luminescence; IEC-6 cytotoxicity, luminescence viability; inhibition, % at 5 µM; 290,000 compounds, 0.78% hits; AID 1825, 2009; in the data active = inhibition above about 22%;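 note: 0% = plate median of test compound wells and 100% = cytotoxic reference compound wells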
HSF-1 act: HSF-1 activators, primary screen, NIH3T3-HGL cells, MG132 stress, luminescence, single point. 300,000 compounds, 1.7% hits. NIH3T3-HGL HSF-1 luciferase reporter, 8 h; 100% = twice DMSO control signal. AID 504408, 2011. activation, % at 9 µM;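 active = mean replicate activation of at least 50% with a set share of replicates each reaching 50%; inconclusive = only one of those two conditions met; inactive = mean below 50% and too few replicates reaching it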;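 note: 0% = median of the neutral control wells and 100% = twice that signal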
HDAC3 inh: HDAC3 deacetylase inhibitors, primary screen, biochemical, fluorescence, cell-free homogeneous; Histone deacetylase 3 (Homo sapiens), O15379; recombinant HDAC3, fluorogenic peptide/trypsin coupled; inhibition, % at 8.3 µM; 320,000 compounds, 0.15% hits; in the data active = inhibition above about 26%, passing the limit was not always enough; inconclusive = no clear call, values can overlap the other calls
Target sequence (O15379 whole entry, looked up): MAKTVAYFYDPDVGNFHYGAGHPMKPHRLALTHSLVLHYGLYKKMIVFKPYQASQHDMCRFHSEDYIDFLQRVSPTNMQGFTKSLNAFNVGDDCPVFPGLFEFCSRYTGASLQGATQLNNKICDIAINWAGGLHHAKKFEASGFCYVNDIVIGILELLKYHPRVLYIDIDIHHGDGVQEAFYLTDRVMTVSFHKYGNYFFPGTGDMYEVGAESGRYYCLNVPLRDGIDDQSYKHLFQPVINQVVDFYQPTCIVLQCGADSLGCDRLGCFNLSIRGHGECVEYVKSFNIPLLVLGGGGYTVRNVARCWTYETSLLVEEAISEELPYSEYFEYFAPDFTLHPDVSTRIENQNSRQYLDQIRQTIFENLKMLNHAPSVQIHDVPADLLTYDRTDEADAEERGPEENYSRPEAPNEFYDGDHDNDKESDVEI
AI-2 QS modul: Vibrio harveyi AI-2 quorum sensing modulators, primary screen, JMH597 strain, luminescence/OD600 ratio | Vibrio harveyi JMH597 AI-2 luminescence/OD600 ratio, 9 h; hits give low values; strain lacks LuxN and CqsS sensors; 0 = neutral-control median | activity change, % at 7.5 µM | 300,000 compounds, 0.4% hits | AID 2094, 2009; in the data active = activity change below about -75%, passing the limit was not always enough; inconclusive = no clear call, values can overlap the other calls;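 note: luminescence divided by OD600 gain over 9 h not by final OD600 alone; inactives centre near 13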
HIF act: HIF pathway transcriptional activators, primary screen, cell-based, U2OS HRE-luciferase, luminescence; U2OS HRE-luciferase reporter; normalized: DMSO 0%, desferrioxamine 100%; activation, % at 7.5 µM (by protocol); 300,000 compounds, 0.32% hits; AID 1910, 2009;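 active = mean activation of at least 10% of the iron chelator positive control signal, with at least half of replicates also reaching 10%; inconclusive = mean and replicate majority disagree about reaching 10%; inactive = mean and most replicates under 10%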
* marks the source's active call; other numbers are inactive results; ? = inconclusive; . = not tested or not shown.

structure,Platelet DG rel,aSyn UTR inh,KLF5 inhibitor,HSP90 refold inh,HSF1 inhib,IEC-6 cytotox,HSF-1 act,HDAC3 inh,AI-2 QS modul,HIF act
O=C(/C=C/c1ccc([N+](=O)[O-])cc1)NCc1cccnc1,6,-13,-19,-2,3,-2,17,1,17,-0.5
FC(F)(F)c1ccc(N=Cc2sc(N3CCOCC3)nc2-c2ccccc2)cc1,-1,-19,-21,2,.,-2,.,6,13,0.1
CC(C)OCC(O)CS(=O)(=O)Cc1ccccc1 (stereo not drawn),-6,2,-15,0,-4,-1,5,1,17,0.0
Cc1ccccc1OCC(=O)Nc1cccc(N(C)S(C)(=O)=O)c1,2,-62,1,-1,4,-4,3,-2,38,0.6
CC1CCCc2sc3nc(NCc4ccco4)n4ncnc4c3c21 (stereo not drawn),.,.,-11,0,.,-4,.,9,23,.
COC(=O)CSc1nnc(C)n1-c1cccc(C#N)c1,-19,-3,-35,-1,0,-10,-1,0,22,0.0
O=C(CCC(=O)c1ccc(F)cc1)Nc1cccc(C(F)(F)F)c1,-2,3,5,-4,-11,-10,-34,6,-78*,-0.4
COc1ccc(NC(=O)CN(C)CC(=O)Nc2cccc(S(=O)(=O)N(C)c3ccccc3)c2)cc1,3,16,0,3,-3,4,7,5,8,-0.9
CCOc1ccccc1N1CCN(c2nc3ccccc3nc2C(C#N)C(=O)OC)CC1 (stereo not drawn),3,18,-5,0,4,2,15,-6,32,-0.4
CCCCn1c(NCc2ccccc2NS(=O)(=O)c2ccc(C)cc2)nc2ccccc21,-9,23,-7,-3,11,3,25,-3,19,-0.1
Cn1cccc1C(=O)NNC(=O)COc1ccccc1F,35,-87,-108,-4,14,1,19,-1,2,2.4
CC(Sc1nccn1C)C(=O)c1ccc(Br)cc1 (stereo not drawn),16,-21,-15,-1,0,-6,-2,-2,11,0.4
O=[N+]([O-])c1ccc(N/N=C\c2cccnc2)nc1,7,-84,-15,1,-13,2,6,-7,4,-1.0
O=C(CN1C(=O)c2cccc3cccc1c23)NCc1ccc2c(c1)OCO2,-4,3,-31,0,20,-1,22,.,1,-0.2
CCOc1ccc(NC(=O)CSc2nnc(C3CC3)n2N)cc1,10,-25,-19,2,-6,5,-8,3,31,0.3
CN(C)CCCN(Cc1ccccc1)C(=S)Nc1ccc(SC(F)F)cc1,2,-8,7,1,-1,2,-1,1,9,0.0
CCC(C)NCCOCCOc1ccc(Cl)c2ccccc12 (stereo not drawn),1,3,-14,3,-8,34*,-4,-4,18,-1.3
Cc1ccc(/C=C/C(=O)NCc2cccs2)o1,7,-8,-11,-1,10,3,26,3,-20,0.3
COc1cc(C2C(C(=O)OC(C)C)=C(C)Nc3ncnn32)cc(OC)c1OC (stereo not drawn),4,20,-1,1,0,-5,0,-1,10,-0.3
Cc1ccc2nc(N3CCN(C(=O)c4cccs4)CC3)c(C#N)cc2c1,-15,23,1,-3,0,3,-6,-5,5,-1.1
O=C(Nc1ncccc1Cl)c1cc2ccccc2o1,-8,-74,-204,6,29,-3,?,-9,-6,2.8
Cc1oc(-c2ccccc2F)nc1CN1CCC(C(=O)NC2CCCc3ccccc32)CC1 (stereo not drawn),0,15,-12,0,-6,-1,7,3,6,-0.6
O=C(NCCc1cccs1)c1cccs1,3,-147,-113,3,13,2,6,-4,18,2.3
O=[N+]([O-])c1ccc(/C=N/Nc2ccccn2)cc1,1,-188,-121,0,17,4,19,-2,14,4.9
O=C(CSc1nc(-c2ccc(F)cc2)cc(C(F)(F)F)n1)NCc1cccs1,8,29,-2,5,-5,1,-16,3,36,0.5
Cc1nn(C)c(C)c1S(=O)(=O)N(CC(=O)NCCCN1CC(C)CC(C)C1)c1ccc(C(C)C)cc1 (stereo not drawn),-2,-35,6,-4,1,6,1,-2,25,-0.1
O=C(Nc1ccc(C(=O)O)cc1)/C(=C\c1ccc2c(c1)OCO2)NC(=O)c1ccco1,-3,-8,-2,-1,-10,0,20,5,17,-0.1
O=C(O)c1ccc2c(c1)C(=O)N(c1cc(C(=O)O)ccc1Br)C2=O,9,5,-21,1,0,-2,8,3,22,0.0
OC(CN1CCCCCC1)CN(c1ccccc1)c1ccccc1 (stereo not drawn),0,1,-31,-1,2,0,15,4,21,-0.6
CCOc1ccc(S(=O)(=O)/N=C(/c2ccccc2)N(C)C)cc1,8,17,2,-1,-3,2,-1,-1,17,0.5
COc1ccc(-c2cc(C(F)(F)F)nc(N3CCN(c4ccc(F)cc4)CC3)n2)cc1OC,-2,5,-30,3,9,5,6,.,24,-0.3
Cc1cc(Br)c2[nH]c3c(c2c1)CCCC3=O,-1,8,-1,8,2,3,8,0,9,0.0
O=S(=O)(c1ccc2ccccc2c1)N1CCN(S(=O)(=O)N2CCCCC2)CC1,0,0,-2,0,-3,-6,-3,0,3,0.4
CC1CCN(S(=O)(=O)c2ccc3c(c2)CCN3C(=O)C2CCC2)CC1,-16,10,-18,-1,1,-2,-2,7,11,0.4
COC(=O)CC(C(=O)Nc1cc(C(=O)OC)cc(C(=O)OC)c1)N1CCN(C)CC1 (stereo not drawn),1,-2,-8,0,-5,-5,-9,1,13,-0.3
COc1ccc(OCc2nn3c(-c4cccc(OC)c4)nnc3s2)cc1,-21,10,-2,0,-7,-1,-22,1,1,-0.2
Nc1ccc2oc(C3CCCCC3)nc2c1,11,-26,-70,-2,-91*,0,-93,3,4,1.7
COc1ccccc1C(c1nnnn1Cc1ccco1)N1CCN(c2cccc(C)c2C)CC1 (stereo not drawn),3,-11,-41,0,9,-14,6,-2,17,-1.0
COc1ccc([N+](=O)[O-])cc1NC(=O)CC(C)c1ccccc1 (stereo not drawn),-6,-7,-31,-2,-15,-2,-38,4,10,0.6
O=C(CSc1ccc2ccccc2n1)NCc1ccc2c(c1)OCO2,0,-5,-7,-1,0,0,-5,3,2,0.6
C/C(Cn1cnc([N+](=O)[O-])n1)=N\NC(=O)c1ccc(F)cc1,0,-3,-18,0,9,6,27,3,28,0.7
O=C(NCc1ccc(-c2csnn2)cc1)c1cccs1,10,-8,-17,-1,-3,-3,4,1,14,0.1
Cc1cc(C)c(-n2c(SCC(=O)N3CCOCC3)n[nH]c2=O)c(C)c1,-30,-3,-46,-4,-6,1,8,-2,12,-28
Cc1cc(C)n(-c2ccc(NC(=O)C3CCCCN3C(=O)c3occc3C)cc2)n1 (stereo not drawn),-25,-13,-21,-2,3,2,-5,4,16,0.9
COc1cccc(-c2csc(N3CCN(C(=S)Nc4ccc(Cl)cc4)CC3)n2)c1,-3,-32,-10,1,0,6,2,3,20,0.6
CCOC(=O)Cc1csc(NC(=O)C(CC(C)C)NC(=O)C2CCCCC2)n1 (stereo not drawn),-1,1,-28,0,-5,1,5,-2,26,-0.5
CN(C(=O)COC(=O)CNC(=O)CNC(=O)c1ccc(Cl)cc1Cl)c1ccccc1,-4,-28,-27,1,-6,1,5,-2,31,0.1
O=C(C1CCN(Cc2ccc(Cl)cc2)CC1)N1CCN(C(c2ccccc2)c2ccccc2)CC1,-4,0,-1,0,2,1,-5,2,12,-0.2

Rewritten with two lines to a compound: entries from further up.
Each structure is followed by: Platelet DG rel | aSyn UTR inh | KLF5 inhibitor | HSP90 refold inh | HSF1 inhib | IEC-6 cytotox | HSF-1 act | HDAC3 inh | AI-2 QS modul | HIF act
CCOc1ccc(NC(=O)CSc2nnc(C3CC3)n2N)cc1
→ 10 | -25 | -19 | 2 | -6 | 5 | -8 | 3 | 31 | 0.3
CN(C)CCCN(Cc1ccccc1)C(=S)Nc1ccc(SC(F)F)cc1
→ 2 | -8 | 7 | 1 | -1 | 2 | -1 | 1 | 9 | 0.0
CCC(C)NCCOCCOc1ccc(Cl)c2ccccc12 (stereo not drawn)
→ 1 | 3 | -14 | 3 | -8 | 34* | -4 | -4 | 18 | -1.3
Cc1ccc(/C=C/C(=O)NCc2cccs2)o1
→ 7 | -8 | -11 | -1 | 10 | 3 | 26 | 3 | -20 | 0.3
COc1cc(C2C(C(=O)OC(C)C)=C(C)Nc3ncnn32)cc(OC)c1OC (stereo not drawn)
→ 4 | 20 | -1 | 1 | 0 | -5 | 0 | -1 | 10 | -0.3
Cc1ccc2nc(N3CCN(C(=O)c4cccs4)CC3)c(C#N)cc2c1
→ -15 | 23 | 1 | -3 | 0 | 3 | -6 | -5 | 5 | -1.1
O=C(Nc1ncccc1Cl)c1cc2ccccc2o1
→ -8 | -74 | -204 | 6 | 29 | -3 | ? | -9 | -6 | 2.8
